CIT2 TOR yeast – modulators of CIT2-GFP expression in yeast, primary screen, S. cerevisiae, GFP fusion, multiplex flow cytometry, MLPCN library | S. cerevisiae CIT2-GFP strain, 3 h; 100 means same as DMSO wells | GFP response vs DMSO, % at 10 µM | 0.065% of 320,000 active;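 active = GFP response relative to DMSO above a set limit, near the screen mean plus 3 SD, cut at about 150% in these data; inconclusive = Fewer than 70 cells measured for a yeast strain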;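 note: ratio of well median GFP fluorescence to mean of DMSO wells on the plate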
GRK2 inh – compounds blocking aptamer binding on GRK2 – biochemical, human GRK2, bead flow cytometry, HTS, primary screen. inhibition of aptamer binding, % at 10 µM. AID 488847, 2010. 0.59% of 330,000 active. Beta-adrenergic receptor kinase 1 (Homo sapiens), P25098. FAM-aptamer displacement from GRK2;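 active = inhibition of aptamer binding above 40%, roughly 3 SD of noise, on plates passing a quality check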;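 note: median bead fluorescence of bound FAM aptamer so fluorescent compounds give negative values; no value below 0 was filed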
Target sequence (P25098 whole entry, looked up): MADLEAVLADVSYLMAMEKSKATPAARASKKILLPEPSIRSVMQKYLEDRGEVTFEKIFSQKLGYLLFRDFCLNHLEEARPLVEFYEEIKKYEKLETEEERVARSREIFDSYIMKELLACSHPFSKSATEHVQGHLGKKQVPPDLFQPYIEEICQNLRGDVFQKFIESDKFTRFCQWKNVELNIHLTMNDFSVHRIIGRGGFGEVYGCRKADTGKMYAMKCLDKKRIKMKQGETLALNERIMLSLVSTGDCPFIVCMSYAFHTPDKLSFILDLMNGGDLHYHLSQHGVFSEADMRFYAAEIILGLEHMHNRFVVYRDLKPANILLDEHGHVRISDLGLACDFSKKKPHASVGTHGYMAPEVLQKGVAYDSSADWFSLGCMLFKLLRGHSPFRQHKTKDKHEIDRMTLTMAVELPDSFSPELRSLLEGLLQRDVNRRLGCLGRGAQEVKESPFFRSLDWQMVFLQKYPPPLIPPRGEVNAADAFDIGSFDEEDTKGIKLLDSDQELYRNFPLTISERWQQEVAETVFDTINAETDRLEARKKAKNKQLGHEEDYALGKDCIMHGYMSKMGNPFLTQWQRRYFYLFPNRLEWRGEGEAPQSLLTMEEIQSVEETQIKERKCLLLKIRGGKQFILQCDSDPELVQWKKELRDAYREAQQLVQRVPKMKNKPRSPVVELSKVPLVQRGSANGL
LAP4 TOR yeast – modulators of LAP4-GFP expression in yeast, primary screen, S. cerevisiae, multiplex flow cytometry, MLPCN library. 0.34% of 320,000 active. 3 h; median GFP as percent of DMSO wells. GFP response vs DMSO, % at 10 µM. AID 2023, 2009;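 active = GFP response vs DMSO above a set limit, about the screen mean plus 3 SD, cut at about 150% in these data; inconclusive = under 70 cell events counted for the yeast strain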
MEP2 TOR yeast – modulators of MEP2-GFP levels in yeast, primary screen, S. cerevisiae, multiplex flow cytometry, MLPCN library. GFP response vs DMSO, % at 10 µM. 0.51% of 330,000 active. S. cerevisiae MEP2-GFP strain, 3 h; 100% = DMSO control level;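 active = GFP response versus DMSO above a set limit, roughly screen mean plus 3 SD, cut at about 180% in these data; inconclusive = fewer than 70 cells counted for a yeast strain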;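 note: median GFP fluorescence of the barcode-gated MEP2-GFP cells per well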
AGP1 TOR yeast – modulators of AGP1-GFP expression in yeast TOR pathway, primary screen, cell-based, multiplex flow cytometry, S. cerevisiae, MLPCN library; 3 h; GFP as percent of DMSO wells; GFP response vs DMSO, % at 10 µM; 0.02% of 320,000 active; AID 2066, 2009;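 active = GFP response relative to DMSO above a set limit, near screen average plus 3 SD, cut at about 150% in these data; inconclusive = fewer than 70 cells counted for the yeast strain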;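 note: median GFP channel fluorescence of the gated AGP1 strain per well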
VLA-4 inh – inhibition in human VLA-4 binding assay, primary screen, VLA-4 allosteric modulator project, MLPCN library, flow cytometry, VLA-4 expressing cells; inhibition, % (about 7 µM as worked out from the volumes in the protocol); 0.2% of 330,000 active; Integrin alpha-4 (Homo sapiens), P13612; ligand binding flow cytometry; in the data active = inhibition above about 50%
GASC-1 inh – inhibitors of GASC-1 histone demethylase, primary screen, biochemical, fluorescence, DELFIA europium. 0.069% of 330,000 active. AID 2099, 2009. Lysine-specific demethylase 4C (Homo sapiens), Q9H3R0. inhibition, % at 2.35 µM. GST-JMJD2C(1-420) H3K9me3 demethylation;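 active = more than half of a compound's replicate wells show inhibition beyond 50%, single wells judged on their own value; inconclusive = some, but no more than half, of replicates pass 50% inhibition; inactive = no replicate passes 50% inhibition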;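 note: signal counts dimethyl H3K9 product captured on neutravidin plate; 0% = median of DMSO wells and 100% = 0.3 times that DMSO median; strong numbers were not always called active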
Target sequence (Q9H3R0 1-420 limits assumed): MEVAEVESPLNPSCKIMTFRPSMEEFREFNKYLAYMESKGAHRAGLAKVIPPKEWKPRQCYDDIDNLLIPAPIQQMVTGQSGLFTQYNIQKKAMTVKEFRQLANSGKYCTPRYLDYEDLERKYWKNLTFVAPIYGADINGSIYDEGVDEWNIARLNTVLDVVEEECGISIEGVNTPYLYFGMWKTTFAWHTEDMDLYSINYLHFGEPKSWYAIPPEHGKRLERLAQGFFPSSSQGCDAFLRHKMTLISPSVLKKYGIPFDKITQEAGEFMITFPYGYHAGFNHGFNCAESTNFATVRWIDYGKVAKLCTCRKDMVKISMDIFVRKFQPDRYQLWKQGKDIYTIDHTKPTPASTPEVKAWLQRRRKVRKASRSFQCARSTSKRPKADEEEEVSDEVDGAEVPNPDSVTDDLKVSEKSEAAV
RPL19A TOR yeast – RPL19A-GFP expression modulators in yeast, primary screen, cell-based, S. cerevisiae, multiplex flow cytometry, MLPCN; S. cerevisiae RPL19A-GFP strain, 3 h; hits give low values; 0.3% of 330,000 active; percent response vs DMSO, % at 10 µM;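 active = percent response vs DMSO below 50%; inconclusive = fewer than 70 events counted for the yeast strain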;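 note: median channel GFP fluorescence of the barcoded RPL19A-GFP strain; ratio of sample median GFP to plate DMSO average so 100% = DMSO; lower means less RPL19A-GFP as with rapamycin TOR inhibition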
An asterisk follows results filed as active; ? = inconclusive; . = not tested or not shown; [ ] = remark or other dose. Hits appear at their usual frequency. Share with any hit: about 1.7%.

SMILES	CIT2 TOR yeast	GRK2 inh	LAP4 TOR yeast	MEP2 TOR yeast	AGP1 TOR yeast	VLA-4 inh	GASC-1 inh	RPL19A TOR yeast
CC1CN(C(=O)C(C)Sc2nnnn2C)CC(C)O1 (stereo not drawn)	99	3	91	104	91	8	-36	101
COc1ccc2c(c1)[C@H]1[C@H](CO2)[C@H](c2ccccc2)[C@]2(C)C(=O)Nc3ccc(F)cc3C(=O)N12	92	5	97	91	95	-6	.	97
COc1ccc(CCNC(=O)CCn2c(=O)oc3ccccc32)cc1	93	1	98	98	96	7	-17	98
CCC(=O)Oc1ccc2c(c1)OC1(OC(C)=O)OC(C)CC1=C2C (stereo not drawn)	109	0	121	112	116	23	-2	87
Cn1c(=O)n(C)c2cc(NC(=O)CSc3nc4ccccc4c(=O)[nH]3)ccc21	102	0	96	99	102	-2	-5	103
CCc1ccccc1NC(=O)C(C)n1nc([N+](=O)[O-])c(Br)c1C (stereo not drawn)	103	0	99	102	105	-11	12	101
CSc1nnc(-c2cnccn2)n1C	99	5	100	102	99	1	21	98
O=C(Nc1ccc(C(=O)O)cc1)/C(=C\c1ccc2c(c1)OCO2)NC(=O)c1ccc(Br)cc1	76	2	99	98	47	-1	2	94
O=S(=O)(c1ccccc1)c1nc(NCc2ccccc2)sc1Cl	88	3	76	97	86	8	2	104
C/C(=N\NC(=O)c1cc2ccccc2cc1O)c1ccc2c(c1)OCO2	107	1	99	112	108	9	12	102
CCOC(=O)C1CCN(c2ncnc3c(C)csc23)CC1	89	6	108	99	101	7	-3	104
COc1cccc2cc(C(=O)NCc3ccco3)c(=O)oc12	92	5	106	103	95	26	14	102
O=C(Nc1ccc(C(=O)O)cc1)/C(=C\c1ccc([N+](=O)[O-])cc1)NC(=O)c1ccc(Br)cc1	105	0	105	95	107	19	5	100
N#Cc1ccc(N2CCCNCC2)nc1	93	1	95	101	92	-3	6	98
COc1ccccc1C(=O)COC(=O)c1cc(=O)[nH]c2ccccc12	106	1	108	104	106	16	9	104
O=C(Nc1nc2ccccc2[nH]1)C12CC3CC(CC(C3)C1)C2	97	0	113	101	89	3	1	101
CCCCCc1cc(=O)oc2c(C(CCN3CCCC3)c3ccc(N(C)C)cc3)c(OC)cc(OC)c12 (stereo not drawn)	100	0	95	99	107	3	-8	102
O=C1C2C3C=CC(C3)C2C(=O)N1c1ccc(S(=O)(=O)Nc2nccs2)cc1 (stereo not drawn)	108	18	106	98	104	-2	0	101
O=C(COc1ccccc1)Nc1nnc(COc2ccccc2)s1	95	2	69	92	86	29	-3	101
CC(C)C(=O)Nc1cccc(NC(=S)NC(=O)C(c2ccccc2)c2ccccc2)c1	98	0	98	106	106	14	12	103
Cc1ccsc1C(=O)OCC(=O)N1CCOCC1	101	0	101	104	98	0	29	93
COc1ccccc1N1CCN(S(=O)(=O)c2ccc(F)cc2)CC1	92	0	109	107	99	11	6	100
O=[N+]([O-])c1ccccc1-c1ccc(C(=S)N2CCCCC2)o1	104	1	144	103	103	-2	7	98
NC(=O)c1nn(-c2ccccc2)nc1N	87	0	92	90	96	12	-1	99
O=C(N/N=C/c1ccsc1)c1ccccn1	104	0	92	100	104	4	2	99
CCSc1ncc(/C=N/Nc2ccc([N+](=O)[O-])cc2)n1C	105	4	100	97	95	-9	5	96
Cc1ccccc1N1C(=O)C(Cc2ccc(F)cc2)S/C1=C(\C#N)C(N)=O (stereo not drawn)	111	0	132	106	130	-10	-18	105
CC(C)CC1Nc2ncnc(N3CCN(c4ccccc4)CC3)c2N(Cc2ccc(Br)cc2)C1=O (stereo not drawn)	90	2	105	90	87	7	-8	101
OCCC1CN(Cc2cc3c(cc2Cl)OCO3)CCN1C1CCCCC1 (stereo not drawn)	141	1	108	138	110	0	-8	110
CSc1ncccc1C(=O)NCC(=O)Nc1ccc(F)c(F)c1	?	8	?	?	?	-5	59	?
O=c1ccc(-c2nc3ccccc3n2Cc2ccccc2Cl)c[nH]1	96	0	105	103	99	13	-8	102
CCN1CCN(c2ccccc2NC(=O)C(C)Oc2ccc(C(C)=O)cc2)CC1 (stereo not drawn)	99	3	99	101	100	7	7	95
Cc1noc(C)c1CSCC(=O)Nc1nc2ccc(S(C)(=O)=O)cc2s1	111	5	102	106	110	50*	-5	103
O=S(=O)(NCCN1CCCC1)c1cccc2cccnc12	108	0	100	109	104	30	4	99
S=c1[nH]nc(Cc2cccc3ccccc23)o1	106	0	92	119	108	15	4	107
COc1ccc(C#Cc2c(-c3ccccc3)n(C)c3ccccc23)cc1	105	1	98	98	100	6	.	97
CCOc1ccc(C2CC(=O)NC2=O)cc1 (stereo not drawn)	94[may fluoresce red]	2	87[may fluoresce red]	90[may fluoresce red]	86[may fluoresce red]	8	-26	?
Cn1c(=O)[nH]c(=O)c2c1nc(NCCN)n2CCOc1ccccc1	107	0	90	107	93	12	12	104
Cc1cc2nc3c(nc2cc1C)CCCC3	117	1	127	111	114	3	-7	94
Cc1ccc(NC(=S)NCCCN2CCOCC2)cc1C	101	0	92	96	102	6	4	101
CC(C)C(=O)Nc1ncc(C(F)(F)F)cc1Cl	94	3	103	97	95	0	11	97
COc1ccccc1NC(=O)NNC(=O)C(C)Oc1ccc2ccccc2c1 (stereo not drawn)	93	0	80	107	92	8	2	117
O=C(COC(=O)Cn1nnc2ccccc21)Nc1ccccc1Br	98	6	108	102	99	3	5	102
O=C(COc1ncnc2scc(-c3ccc(F)cc3)c12)NCc1ccco1	99	0	94	100	99	14	-7	102
CCCN1CN(Cc2ccccc2)CC2=C1CC(C)(C)CC2=O	102	0	103	99	102	-1	-3	101
COC(=O)c1ccc(NCCc2csc(-c3ccc(C)cc3)n2)c([N+](=O)[O-])c1	103	2	98	103	100	6	-3	99
Cc1nc2ccc(NC(=O)c3ccc4ccccc4n3)cc2s1	95	0	105	99	97	-1	-16	99
O=C(NCc1ccccn1)c1ccc(NS(=O)(=O)c2ccccc2)cc1	.	2	82	108	94	1	3	103
O=C(NNC(=O)C1CC1)c1cc2cc3ccccc3nc2s1	102	5	98	97	99	0	-15	111
NS(=O)(=O)c1cccc(NC(=O)CCN2C(=O)C3CCCCC3C2=O)c1 (stereo not drawn)	102	0	106	103	102	53*	6	97

The results go on.
SMILES	CIT2 TOR yeast	GRK2 inh	LAP4 TOR yeast	MEP2 TOR yeast	AGP1 TOR yeast	VLA-4 inh	GASC-1 inh	RPL19A TOR yeast
O=C1C2CC=C(Cl)CC2C(=O)N1CCCCCCN1C(=O)C2CC=C(Cl)CC2C1=O (stereo not drawn)	94	0	99	100	94	18	-5	99
N#C/C(=C\Nc1ccc(Cl)cc1)S(=O)(=O)c1ccccn1	97	0	108	96	102	17	8	94
COc1ccccc1CNC(=O)C1CCN(S(=O)(=O)c2cccc3cccnc23)CC1	121	0	85	105	113	18	2	109
CC(C)(C)[C@@H]1COC(=O)[C@@H](NC(=O)OCC2c3ccccc3-c3ccccc32)C/C=C\C[C@@H](CC(=O)NCCO)C(=O)N1	89	3	92	92	98	-6	9	92
COC(=O)c1ccc(CN2C(=O)c3ccccc3C2=O)o1	99	1	101	108	102	47	-25	107
COc1ccc2cc(C(=O)O)ccc2c1	109	0	113	96	94	-13	2	99
COc1ccc(CCNC(=O)c2ccc(CNS(=O)(=O)c3cccc(Cl)c3)cc2)cc1OC	93	0	88	98	93	10	-9	98
Nc1cccc(-c2cn3cc(C(F)(F)F)cc(Cl)c3n2)c1	105	0	105	109	106	-2	-5	106
N#Cc1c(NC(=O)CSc2n[nH]c(N)n2)oc(-c2ccccc2)c1-c1ccccc1	89	0	101	100	94	13	24	103
COc1ccc(CCNC(=O)Cc2cc(OC)c(OC)cc2Br)cc1OC	.	2	98	98	103	5	-23	100
COc1ccc(OCCOc2ccc(S(=O)(=O)N3CCCC3)cc2C(N)=O)cc1	101	0	97	99	101	0	.	99
COc1ccc(OC)c(C2=C/C(=C/c3ccccn3)C(=O)O2)c1	100	0	88	104	93	-64	13	96
COc1ccc(CNC(=O)C2(CC3CC(c4ccccc4)=NO3)CCN(C(=O)C3(C)CC3)CC2)cc1 (stereo not drawn)	102	1	93	96	107	16	1	98
O=C(CN(Cc1ccc(Cl)cc1)S(=O)(=O)c1ccccc1)NCC1CCCO1 (stereo not drawn)	105	0	92	110	103	-14	7	110
NS(=O)(=O)c1ccc(CCNC(=O)CSc2nc3ccccc3c(=O)n2CC2CCCO2)cc1 (stereo not drawn)	99	1	94	112	91	11	-3	99
COc1ccc(-c2csc(NC(=O)c3ccc(OCC(=O)N4CCOCC4)c(OC)c3)n2)cc1OC	103	1	100	100	101	-7	0	101
CCOC(=O)C1=C(C)N(C)C(=O)NC1c1cccc(O)c1 (stereo not drawn)	116	0	96	107	102	-3	22	100
COc1cc(/C=N/N2CCN(C3c4ccccc4-c4ccccc43)CC2)cc(OC)c1OC	90	0	80	95	90	11	-7	103
COc1ccccc1NC(=S)NC1CCCC1	108	0	104	87	110	3	46	94
CCOC(=O)COc1ccc(/C=C2/C(=O)NN(c3ccc(F)cc3)C2=O)cc1OC	117	0	70	110	94	9	-8	114
CCC(C)NS(=O)(=O)c1ccc(NC(=O)c2cccs2)cc1 (stereo not drawn)	93	0	97	100	100	1	11	108
Cc1cccc(OCCCC(=O)Nc2ccc(S(=O)(=O)N3CCCC3)cc2)c1	95	0	101	98	103	6	16	101
O=C(Nc1nnc(-c2ccccn2)o1)c1ccc(Br)cc1	96	0	99	103	92	5	-1	98
N#Cc1ccc(C23CC4(C2)[C@H](CN(P(=O)(c2ccccc2)c2ccccc2)[C@@H]4c2ccccc2)C3c2ccc(Cl)nc2)cc1 (stereo partly drawn)	88	1	127	94	88	-2	-6	92
Cn1c(-c2ccccc2)cnc1SCc1nc2ccccc2c(=O)[nH]1	113	3	101	98	100	8	20	99
CCCCCOCC(O)CCC(=O)NN (stereo not drawn)	94	0	91	98	85	11	7	92
COc1ccc(NC(=S)NC2CCCCC2)cn1	107	2	105	98	104	5	18	96
Cn1cccc1C(=O)OCC(=O)N1CCN(c2ccccc2)CC1	108	0	92	98	102	-9	-2	100
COc1ccc(OC)c(NC=C2C(=O)OC3(CCCCC3)OC2=O)c1	79	0	107	94	88	-7	48	96
Cc1cc(F)cc(C)c1Cn1cnc2c(cnn2C(C)(C)C)c1=O	107	0	94	93	96	-11	.	96
CC1Cc2ccccc2N1C(=O)CSc1nnc2c(n1)[nH]c1ccc(F)cc12 (stereo not drawn)	99	1	108	100	103	5	17	102

3 entries picked at random from the list so far, as already listed:
SMILES	CIT2 TOR yeast	GRK2 inh	LAP4 TOR yeast	MEP2 TOR yeast	AGP1 TOR yeast	VLA-4 inh	GASC-1 inh	RPL19A TOR yeast
Cc1cc(F)cc(C)c1Cn1cnc2c(cnn2C(C)(C)C)c1=O	107	0	94	93	96	-11	.	96
Cn1c(-c2ccccc2)cnc1SCc1nc2ccccc2c(=O)[nH]1	113	3	101	98	100	8	20	99
CCCCCOCC(O)CCC(=O)NN (stereo not drawn)	94	0	91	98	85	11	7	92
